VEEV TC-83 Vero – inhibitors of VEEV TC-83 cytopathic effect, confirmation, Vero cells (AID 588727); Vero cells, VEEV TC-83 cytopathic effect inhibition; higher % means a stronger effect; inhibition, % at 20 µM; hits with a dose series show IC50 in µM; actives 0.13% (n = 350,000); in the data active = a potency from the dose series; note: strong numbers were not always called active
PhoP GFP inhibition – Inhibition of PhoP regulon, Salmonella typhi GFP reporter cells, confirmation, 4 h (AID 1850); Salmonella Typhi PhoP-promoter GFP reporter, fluorescence, 4 h; higher % means a stronger effect; inhibition, % at 50 µM, or IC50 in µM where a hit was titrated; actives 0.33% (n = 310,000); in the data active = a potency from the dose series;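 note: 0% = induced wells with vehicle and 100% = uninduced wells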
tuberculosis growth – growth inhibition of non-replicating M. tuberculosis (AID 488890). inhibition, % at 25 µM, or IC50 in µM where a hit was titrated. Mycobacterium tuberculosis non-replicating, growth inhibition; higher % means a stronger effect. actives 0.39% (n = 320,000); in the data active = a potency from the dose series;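 note: plate controls were DMSO cells for no effect and high antibiotic wells for full effect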
M. tuberculosis HTS – M. tuberculosis growth inhibition, HTS (AID 449762); M. tuberculosis H37Rv growth inhibition, 7H9 media; higher % means a stronger effect; one-dose inhibition, % at 25 µM; IC50 in µM for titrated hits; actives 0.59% (n = 330,000); in the data active = a potency from the dose series;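 note: bacterial growth assessed after seven days of incubation; strong numbers were not always called active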
H1N1 NS1A inhibition – NS1A inhibition, H1N1 influenza, cell based functional assay (AID 504329). actives 0.3% (n = 340,000). inhibition, % at 12.5 µM; hits with a dose series show IC50 in µM. NS1A functional cell-based assay, percent inhibition; higher % means a stronger effect; in the data active = a potency from the dose series; note: strong numbers were not always called active
VEEV TC-83 Vero 10K pilot screen – further read-out of VEEV TC-83 Vero, marked with its call; inhibition, %; measured here: 10K pilot screen inhibition
The depositor's hits bear a star; i = inactive; nt = not tested or not shown; & = joins results of further samples. Rows are unselected; 1.5% or so of the library scored in one or more.

SMILES | VEEV TC-83 Vero | PhoP GFP inhibition | tuberculosis growth | M. tuberculosis HTS | H1N1 NS1A inhibition | others
O=C(CCNc1cc(Cl)cc(Cl)c1)c1ccco1 | 1.4% | -1% | nt | 69% | -4%
O=S(=O)(NCC1NCCc2ccccc21)c1ccccc1 (stereo unspecified) | 0.6% | -2% | 10% | -5% | 7%
COC(=O)c1ccc(S(=O)(=O)N2CCCN(Cc3cccc(Br)c3F)CC2)n1C | i | 1% | 33% | -3% | 6%
N#CCC(=O)Nc1ccc(C(=O)NCC(c2ccco2)N2CCCCC2)cc1 (stereo unspecified) | i | 7% | -11% | 3% | 6%
CC(C)(C)C(=O)N1CCN(c2ccc([N+](=O)[O-])cc2-n2cccc2)CC1 | i | 2% | 28% | 16% | 6%
COc1ccc(N2CCN(C(=O)CC(NC(N)=O)c3cccc(Oc4ccccc4)c3)CC2)cc1 (stereo unspecified) | 0.0% | -19% | 17% | -1% | 2%
C=CCn1c(SCC(=O)Nc2cccc(S(N)(=O)=O)c2)nc2sc(C)c(C)c2c1=O | 7.5% | nt | 25% | 2% | -1%
CCOc1ccc(C(C)=O)cc1Cn1c(=O)oc2ccccc21 | i | -13% | 14% | -1% | -7%
O=C(NN1CCOCC1)c1ccc(Br)cc1 | 4.1% | 1% | -9% | 0% | -3%
COc1cccc(CSc2nc3sc(C)c(C)c3c(=O)n2Cc2ccco2)c1 | i | 1% | -9% | -11% | 8% | VEEV TC-83 Vero 10K pilot screen=4.9
O=C(O)c1cc(N/N=C/c2c(O)ccc3ccccc23)ccc1Cl | 0.5% | -30% | nt | 8% | 3%
CCOc1[nH]n(-c2ccc(Cl)cc2)c(=O)c1C=Nc1ccc(O)cc1 | 2.4% | -3% | 15% | 8% | 3%
Cc1cc(N2C(=O)c3ccc(C(=O)Nc4ccccc4O)cc3C2=O)no1 | 2.5% | -5% | -3% | -3% | -2%
O=C(C=Cc1ccco1)c1cc(Cl)ccc1O | 6.4% | nt | nt | nt | 11%
COCc1cc(OC)nc(-c2csc(C)n2)n1 | 1.2% | 2% | 18% | -5% | -21%
COc1ccccc1NC(=O)c1ccc(N2CC3CC(C2)c2cccc(=O)n2C3)c(NC(=O)c2ccncc2)c1 (stereo unspecified) | 0.9% | 8% | -15% | -7% | -1%
COc1ccc(CCNC(=O)c2ccn[nH]2)cc1OC | 0.1% | 3% | 4% | 5% | -2%
CN1CCN(C(=O)Cn2c(=O)oc3cc(S(=O)(=O)NCc4ccccc4)ccc32)CC1 | 4.2% | 14% | nt | -7% | -1%
COc1ccc(C(=O)NCCN2CCN(C(=O)c3ccc(OC)cc3)CC2)cc1 | 2.3% | -7% | -17% | 0% | -4%
OCCCCC#Cc1c(-c2ccsc2)sc2ccccc12 | 0.8% | 11% | -1% | 66% | -5% | VEEV TC-83 Vero 10K pilot screen=2.9
CCOC(=O)N1CCN(C(=O)CNC(=O)c2ccc(Br)o2)CC1 | i | -1% | 0% | 7% | -1%
CCc1ccc2c(c1)cc(CN(C(=S)Nc1cccc(C)c1)C1CC1)c1nnnn12 | i | 10% | 5% | 33% | -14%
O=C(C1CC1)N1N=C2CCCCC2C1(O)C(F)(F)F (stereo unspecified) | i | 13% | -5% | 1% | -5%
COc1ccc(C(=O)C2CCCN(Cc3cccn3-c3ccccn3)C2)cc1F (stereo unspecified) | 0.8% | -6% | 33% | 2% | 0%

Among those listed so far, these have two or more sulfur atoms:
SMILES | VEEV TC-83 Vero | PhoP GFP inhibition | tuberculosis growth | M. tuberculosis HTS | H1N1 NS1A inhibition | others
C=CCn1c(SCC(=O)Nc2cccc(S(N)(=O)=O)c2)nc2sc(C)c(C)c2c1=O | 7.5% | nt | 25% | 2% | -1%
COc1cccc(CSc2nc3sc(C)c(C)c3c(=O)n2Cc2ccco2)c1 | i | 1% | -9% | -11% | 8% | VEEV TC-83 Vero 10K pilot screen=4.9
OCCCCC#Cc1c(-c2ccsc2)sc2ccccc12 | 0.8% | 11% | -1% | 66% | -5% | VEEV TC-83 Vero 10K pilot screen=2.9

The main list resumes, starting three compounds before the break.
SMILES | VEEV TC-83 Vero | PhoP GFP inhibition | tuberculosis growth | M. tuberculosis HTS | H1N1 NS1A inhibition | others
CCc1ccc2c(c1)cc(CN(C(=S)Nc1cccc(C)c1)C1CC1)c1nnnn12 | i | 10% | 5% | 33% | -14%
O=C(C1CC1)N1N=C2CCCCC2C1(O)C(F)(F)F (stereo unspecified) | i | 13% | -5% | 1% | -5%
COc1ccc(C(=O)C2CCCN(Cc3cccn3-c3ccccn3)C2)cc1F (stereo unspecified) | 0.8% | -6% | 33% | 2% | 0%
COc1ccc(CN2CC(=O)N(c3ccc(C)c(C)c3)C2=S)cc1OC | 6.3% | -1% | 7% | -1% | 2%
C[C@H](NC(=O)N1C[C@H]2C[C@@H](C1)c1cccc(=O)n1C2)C(=O)Nc1ccccc1F | i | -1% | -12% | -3% | 6%
Nn1cnc2scc(-c3ccc(Cl)cc3)c2c1=O | 1.0% | -8% | 51% | 7% | -21%
CSc1ccccc1NC(=O)Nc1cccc(F)c1 | 0.3% | -3% | 28% | 1% | 2%
COc1ccccc1-c1nc(SCC(=O)N2CCOCC2)n[nH]1 | 2.9% | 8% | 0% | -4% | -8%
Cc1ccc(C)c2[nH]c(=O)c(CN(CCN3CCOCC3)Cc3nnnn3CC3CCCO3)cc12 (stereo unspecified) | 0.2% | -3% | 30% | -12% | 8%
O=c1oc2ccccc2c(Nc2ccccc2O)c1[N+](=O)[O-] | i | -4% | 8.6µM* | 7.1µM* | -3%
CCOc1ccc(N(CC(=O)NC2CC3CCC2C3)S(=O)(=O)c2ccccc2)cc1 (stereo unspecified) | 0.1% | 3% | 16% | 2% | -3%
CC(C)CN1CCC(=O)N(CCO)CC1 | 2.7% | 6% | 7% | -2% | 8%
Cc1cccc(OCC(O)Cn2ccnc2C)c1 (stereo unspecified) | 0.7% | -1% | 36% | 8% | -68%
COc1ccc(-n2nc(C(=O)NCC(=O)N3CCN(c4ccccc4)CC3)c3ccccc3c2=O)c(OC)c1 | 4.3% | 4% | -9% | 1% | -7%
FC(F)Sc1ccc(-n2cc(-c3ccccc3)[n+]3c2CCC3)cc1 | i | 4% | 14% | -2% | 5%
O=C(c1cccc(NS(=O)(=O)c2ccc(F)c(F)c2)c1)N1CCN(Cc2ccccc2)CC1 | 7.4% | -2% | 4% | 5% | -3%
Nc1ccccc1Cl | 0.4% | nt | -17% | -15% | 0%
Cc1nc2ccccc2nc1CSc1nncs1 | 5.1% | 10% | 6% | -1% | 12% | VEEV TC-83 Vero 10K pilot screen=2.2
OC1/C(=C/c2ccc(F)cc2)N2CCC1CC2 (stereo unspecified) | 1.1% | -3% | -1% | 3% | 4%
CC(=O)Oc1ccc(-c2csc(Nc3ccc(S(N)(=O)=O)cc3)n2)cc1 | 4.0% | 9% | 28% | -2% | 11%
COc1ccc(N2CCN(C(=O)C3CCN(C(=O)c4ccc([N+](=O)[O-])cc4)CC3)CC2)cc1 | 1.3% | -6% | nt | -4% | 0%
Cc1cccc(NC(=O)CSCc2cc(=O)n3ccsc3n2)c1C | i | -3% | -12% | -1% | 2%
COc1ccc(C2C(C(=O)OCC(=O)Nc3ccc(C)cc3)CCC(=O)N2c2ccc(OC)cc2)cc1 (stereo unspecified) | i | 9% | 5% | 8% | -4%
O=C(COc1ccc(Cl)cc1)N1CCN(S(=O)(=O)c2ccc(Cl)cc2)CC1 | 0.8% | 0% | -2% | 3% | 0%
CC(C)Sc1nc(SCC(=O)NCc2ccco2)c2c3c(sc2n1)COC(C)(C)C3 | 9.9% | 1% | 19% | -7% | 13%
COc1ccccc1CNC(=O)CCn1c(=O)sc2ccccc21 | 1.2% | -9% | -14% | -1% | -4%
COCCCn1cc(C(=O)c2cc(OC)ccc2OCC(=O)N2CCCCC2C)cc(C#N)c1=O (stereo unspecified) | 0.7% | 3% | 7% | -2% | 9% | VEEV TC-83 Vero 10K pilot screen=0.2
O=C1CC(c2ccc(OCCCCCOc3ccc(C4CC(=O)NC4=O)cc3)cc2)C(=O)N1 (stereo unspecified) | 5.5% | -3% | 15% | 56% | -9%
CCCCCOC(=O)C1=C(C)NC(=O)NC1c1ccc([N+](=O)[O-])cc1 (stereo unspecified) | 7.5% | -4% | 10% | 5% | -7%
CC1(C)CC(=O)c2cc(OCC(=O)NCCN3CCCc4ccccc43)ccc2O1 | 0.3% | -5% | 14% | -1% | -1%
O=C(N=Nc1c(O)[nH]c2ccc(Cl)cc12)c1cc(-c2cccs2)nc2ccccc12 | i | -27% | 8% | 8% | 1%
COc1ccc(S(=O)(=O)Nc2cccc(C)n2)c2ccccc12 | 2.2% | 18% | 6% | 3% | 4%
COC(=O)N1CN(C(=O)OC)CN(C(=O)OC)C1 | 0.6% | 8% | 0% | 2% | -15%
O=C(CCc1ccccc1)N=C1SC2CS(=O)(=O)CC2N1c1ccccc1F (stereo unspecified) | 4.2% | -29% | -1% | 9% | -5%
CCNC(=S)NNC(=O)Cn1c(=O)c2c(ncn2CCOC)n(Cc2ccccc2)c1=O | 0.5% | 12% | -14% | -6% | 9%
CCn1c(N)[n+](CC(=O)Nc2ccc(SC(F)F)cc2)c2ccccc21 | i | 10% | 61% | 10% | 3%
Cn1cnnc1SCC(=O)Nc1ncc(C(F)(F)F)cc1Cl | 1.7% | -13% | -3% | -4% | -3%
CC(C)CCOP(=O)(c1ccc(N(C)C)cc1)C(O)c1ccc(Cl)cc1Cl (stereo unspecified) | 2.4% | -8% | 12% | 20% | 5%
O=C(/C=N/O)NCCN1CCCCC1 | 0.2% | -12% | -2% | -7% | 0%
Oc1ccc(NC(=S)Nc2ccccc2)cc1 | 0.7% | -8%&1% | 65%&73% | 4%&-4% | -10%&-5%
O=C(c1ccccc1-c1nc2ccccc2[nH]1)N1CCOCC1 | 0.1% | -14% | 0% | 6% | -3%
CC(=O)NC(Cc1cccc(F)c1)C(=O)NC1CCN(C(=O)Nc2ccccc2)CC1 (stereo unspecified) | 0.7% | 6% | 3% | -14% | -6%
O=C(NC1CC1)C1=C[C@@H](c2ccc(Br)cc2)C[C@@H](OCc2ccc(CO)cc2)O1 | 0.7% | -3% | 42% | 6% | -3%
O=C1NC2=C(C(=O)OC2)C(c2ccc(OC(F)(F)F)cc2)N1 (stereo unspecified) | 1.2% | 2% | 0% | -7% | -2%
Cc1nc(S/C(=C/c2ccc(-c3ccc(Cl)cc3)o2)C(=O)O)n[nH]1 | 0.1% | -6% | 10% | 18µM* | 14%
Cc1ccccc1-n1c(SCC(=O)NCC2CCCO2)nnc1-c1ccncc1 (stereo unspecified) | 0.6% | nt | 4% | -2% | -9%
CCOC(=O)c1nnc(-c2ccc(C)cc2)nc1Sc1ccc(Cl)cc1 | 4.9% | 1% | 61% | 3% | 2%
COCCNC(=O)C1CCC(=O)N(c2ccc(OC)cc2)C1c1ccc(OC)c(OC)c1 (stereo unspecified) | 4.2% | -3% | -8% | -5% | -5%
Cc1cc(=O)[nH]c(N/N=C/c2c(C)nn(-c3ccccc3)c2Cl)n1 | 12% | 12% | 6% | 1% | -9%
O=C(CN(c1ccccc1)S(=O)(=O)c1ccccc1[N+](=O)[O-])Nc1cccnc1 | i | -2% | -14% | 2% | -5%
CCCn1c(=O)c(C(=O)NNC(=O)c2ccc(Cl)cc2Cl)c(O)c2ccccc21 | 4.5% | 5% | -11% | -1% | -12%
COc1c(Cl)ccc(Cl)c1C(=O)NC(=O)N1CCOCC1 | i | 10% | -1% | -7% | -9%
COc1ccc(/C=C/C2=CC(C)(C)NC(=S)N2)cc1OC | 0.4% | -6% | 7% | 2% | 5%
